Keap1 Nrf2 FP = Keap1-Nrf2 protein-protein interaction inhibitors, primary screen, biochemical, fluorescence polarization, single point; inhibition, % at 9.4 µM; Keap1 Kelch-Nrf2 peptide fluorescence polarization, 1536-well; Kelch-like ECH-associated protein 1 (Homo sapiens), Q14145; actives 0.15% (n = 340,000); in the data active = inhibition above about 12%;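 note: human Keap1 Kelch domain with fluorescein labeled Nrf2 9mer peptide probe; 0% = neutral control wells and 100% = peptide positive control; higher means more block of Keap1 binding to Nrf2 peptide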
Target sequence (Q14145 whole entry, looked up, the tested form may be a part): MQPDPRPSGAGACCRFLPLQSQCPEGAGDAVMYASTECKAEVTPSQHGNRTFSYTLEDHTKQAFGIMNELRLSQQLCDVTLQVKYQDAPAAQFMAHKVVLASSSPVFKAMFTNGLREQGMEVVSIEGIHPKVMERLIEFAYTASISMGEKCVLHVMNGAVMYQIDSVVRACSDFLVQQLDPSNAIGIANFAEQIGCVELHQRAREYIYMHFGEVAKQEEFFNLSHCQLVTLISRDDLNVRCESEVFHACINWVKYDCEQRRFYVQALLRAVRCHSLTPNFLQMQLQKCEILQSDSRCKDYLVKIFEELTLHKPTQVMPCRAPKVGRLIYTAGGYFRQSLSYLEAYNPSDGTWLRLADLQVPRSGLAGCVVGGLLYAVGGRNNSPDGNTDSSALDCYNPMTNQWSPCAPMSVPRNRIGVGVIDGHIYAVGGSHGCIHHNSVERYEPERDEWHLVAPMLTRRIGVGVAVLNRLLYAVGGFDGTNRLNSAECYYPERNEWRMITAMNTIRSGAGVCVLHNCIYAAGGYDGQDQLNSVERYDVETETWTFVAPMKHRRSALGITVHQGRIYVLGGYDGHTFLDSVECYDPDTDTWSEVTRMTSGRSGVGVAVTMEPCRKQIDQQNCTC
OPRM1-OPRD1 ag = agonists of OPRM1-OPRD1 heterodimerization, primary screen, cell-based, luminescence; Mu-type opioid receptor (Homo sapiens) + Delta-type opioid receptor (Homo sapiens), …; cells; activation, % at 9.3 µM; actives 0.3% (n = 340,000); AID 504326, 2011; in the data active = activation above about 18%;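 note: 0% = vehicle-treated cells and 100% = reference agonist; values of inactives mirror those of a sister screen read the other way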
LANA DNA inh = inhibitors of KSHV C-LANA binding to DNA, primary screen, biochemical, fluorescence polarization, FAM-LBS DNA, MBP-C-LANA, single point; Kaposi's sarcoma herpesvirus LANA C-terminal domain (residues 932-1162) DNA binding; inhibition, % at 9 µM; actives 0.078% (n = 340,000);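 active = highest replicate inhibition at or above 60% at 9 µM, even if other replicates fall short; inactive = all replicates below 60% inhibition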;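 note: 0% = neutral control wells and 100% = 4 µM acridine orange control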
Arr AP2 block = inhibitors of beta-arrestin/AP2 binding, primary screen, biochemical, GPCR trafficking, flow cytometry; beta-arrestin 1 C-terminal peptide binding to AP2 beta2-adaptin appendage (human); FITC-arrestin peptide / GST-AP2 beads; AP2 beta2 appendage carries R879A mutation; actives 0.31% (n = 340,000); inhibition, % at 10 µM;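 active = inhibition above a set limit, near 3 SD of compounds lacking own fluorescence, cut at about 54% in these data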;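 note: plate controls were DMSO wells for no effect and 5 µM unlabelled arrestin peptide for full effect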
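System: GST-AP2 R879A glutathione beads; medium: PBS, Tween 20 0.05%, BSA 0.1%; reagent: fluorescein-tagged arrestin peptide at 50 nM final; schedule: pre-incubation 12 min, peptide binding 1 h, room temperature; detection: flow cytometry, FL1 (488/535 nm); read-out: inhibition as reduced fluorescein signal on beads, percent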
DSG3 Ab inh = inhibitors of pemphigus antibody binding to DSG3, primary screen, biochemical, bead-based, flow cytometry, scFv-GFP; Desmoglein-3 (Homo sapiens), P32926; DSG3-coupled beads, scFv-anti-DSG3-GFP binding; stronger effect = lower value; binding (percent of control), % at 10 µM; actives 0.48% (n = 310,000); AID 588358, 2011;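 active = binding more than 3 SD below its plate's average and above zero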;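 note: hits lower antibody fragment binding to DSG3; some compounds called inactive have numbers as strong as hits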
V-ATPase pH = regulators of yeast V-ATPase proton pumping, primary screen, pHLuorin cytosolic pH fluorescence | response, % at 10 µM | S. cerevisiae | actives 0.37% (n = 350,000); in the data active = response mostly above about 7.3%, no sharp cut-off; inactive = mostly below about 5.4%; note: actives read high; inactives centre near 0; some compounds called inactive have numbers as strong as hits; reference of the scale not given here
cardiac RTF act = cardiac RTF calcium sensitivity activators, primary screen, biochemical, IANBD-TnC fluorescence, EC20 calcium. activation, % at 7.2 µM. AID 493008, 2010. IANBD-labeled TnC RTF fluorescence at EC20 calcium; 0% EC20 calcium, 100% full calcium. actives 0.24% (n = 340,000). Troponin I, cardiac muscle (Homo sapiens) + Troponin T, cardiac muscle (Homo sapiens) + …;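 active = activation above the mean over all tested compounds plus 3 SD, cut at about 30% in these data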;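 note: rise in fluorescence read as greater calcium sensitivity of cardiac thin filaments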
Wnt act = Wnt/beta-catenin pathway activators, primary screen, cell-based, plate reader, single point | Wnt/beta-catenin reporter cell assay, activator | activation, % at 9.35 µM | actives 1.2% (n = 300,000) | AID 743398, 2014; in the data active = activation above about 30%, passing the limit was not always enough;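 note: 0% = neutral control wells and 100% = positive control wells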
Cardiac RTF inh = cardiac RTF calcium sensitivity inhibitors, primary screen, biochemical, IANBD-TnC fluorescence, EC70 calcium; IANBD-labeled cardiac RTF, Ca2+ fluorescence; inhibition, % at 7.15 µM; actives 0.12% (n = 340,000);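 active = inhibition above the mean inhibition of all tested compounds plus 3 SD, cut at about 17% in these data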;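 note: assay run at fixed EC70 calcium of 1.6 mM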
OPRM1-OPRD1 inv = inverse agonists of MOR-DOR heterodimerization, primary screen, cell-based, luminescence. Mu-type opioid receptor (Homo sapiens) + Delta-type opioid receptor (Homo sapiens), …. cell-based MOR-DOR heterodimer luminescence, inverse agonism. inhibition, % at 9.3 µM. actives 0.21% (n = 340,000); in the data active = inhibition above about 22%, passing the limit was not always enough;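 note: 0% = cells with DMSO and 100% = wells without cells with DMSO; values of inactives mirror those of a sister screen read the other way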
* marks the source's active call; other numbers are inactive results; . = no result given; & = joins results of further samples.

compound	Keap1 Nrf2 FP	OPRM1-OPRD1 ag	LANA DNA inh	Arr AP2 block	DSG3 Ab inh	V-ATPase pH	cardiac RTF act	Wnt act	Cardiac RTF inh	OPRM1-OPRD1 inv
C/C(N)=C(/C#N)C(=O)COC(=O)CNS(=O)(=O)c1c(F)cccc1F	-1	-1.4	-0.8	0	93	-2	2	-1	-12	7
C=CCN(C(=O)CNC(=O)c1ccco1)C(C(=O)NC1CCCCC1)c1ccc(OC)cc1OC (centres undefined)	2	-1.3	1.0	0	99	-1	0	2	-9	8
CCc1noc(C)c1C(=O)N1CCN(S(=O)(=O)c2ccc(C)cc2)CC1	-2	0.3	-1.0	10	106	1	9	-2	-7	-2
CN(Cc1ccccc1Br)C(=O)CN1C(=O)NC2(CCCCCC2)C1=O	0	-0.1	-1.5	0	102	3	-5	3	-7	0
COc1ccc(-c2[nH]ncc2CN(C)Cc2cccnc2)c(OC)c1	-2	-1.7	0.8	10	113	-1	0	-1	-5	8
CCc1cc(=O)oc2c3c(cc(OCC(=O)Nc4cccnc4)c12)OC(C)(C)CC3	1	2.7	-1.6	-1	102	1	3	-5	-4	-14
Cc1cc(C(=O)NNC(=O)c2ccccc2O)c(C)o1	1	-2.0	-1.5	-2	.	-1	-2	-2	-1	8
COC(=O)n1ccc(C(=O)Nc2ccccc2F)n1	-4	-2.5	-0.8	8	106	1	-17	16	-8	14
O=C(c1c[nH]c2ccccc12)C(F)(F)F	-5	0.4	-1.2	21	108	-3	3	-2	-2	-2
COc1cccc(/C=C(/C#N)c2nc3ccccc3[nH]2)c1OC(C)C(=O)O (centres undefined)	3	-3.0	-1.8	8	88	-23	35*	1	-1	17
COc1cc2nc(CN(CCC(C)C)Cc3nc4cc(OC)c(OC)cc4c(=O)[nH]3)[nH]c(=O)c2cc1OC	-2	-0.6	1.1	2	106	3	4	.	-2	3
COc1ccc(C(=O)O)cc1NC(=S)NC(=O)/C=C/c1ccc(C(C)C)cc1	-3	-4.4	1.0	11	96	1	-5	4	-6	20
COc1ccc(OCC(O)CNC(=O)c2sccc2Cl)cc1 (centres undefined)	-1	-2.5	1.7	-14	.	-3	2	0	-3	13
O=C(/C=C/c1ccc(O)c(O)c1)O[C@@H]1C[C@](O)(C(=O)O)C[C@@H](O)[C@H]1O	-5&-7	0.7&0.5	-0.6&1.0	1&-4	114&115	1&3	0&10	-2&1	3&7	-4&-3
O=C(NC12CC3CC(CC(C3)C1)C2)c1cnccn1	2	-2.8	7.4	-5	89	2	1	-2	-6	18
O=c1c2cc(-c3ccccc3)sc2nc2n1N=C(c1cccs1)CS2	.	.	.	11	107	-1	.	24	.	.
CC(=O)c1ccc(S(=O)(=O)N2CCN(C(=O)CN3C(=O)NC4(CCCC4)C3=O)CC2)cc1	-3	-1.7	0.0	-5	98	-2	1	-1	-10	11
CCOc1ncccc1C(=O)Nc1cccc(C(=O)Nc2cccc(S(=O)(=O)CCO)c2)c1	6	0.8	0.1	7	101	-1	0	-3	8	-5
CC(C)CC(=O)NC(=S)Nc1ccc(S(=O)(=O)N2CCN(C)CC2)cc1	-3	-2.8	-1.0	3	100	1	-4	1	-5	14
NNC(=S)NCc1ccc2c(c1)OCO2	-5	-1.3	-0.2	-4	.	-2	3	.	-9	6
CCOc1ccc(C(=O)NC(=S)NCc2cccnc2)cc1[N+](=O)[O-]	1	-2.8	0.9	0	102	1	-2	-4	-16	14
COc1ccc(C(=O)NC(Nc2ccccc2)C(Cl)(Cl)Cl)cc1 (centres undefined)	-1	-0.4	1.8	24	106	-1	-11	-5	-4	2
C/C(CC(=O)Nc1ccccn1)=N\NC(=O)c1ccccc1O	3	-0.4	1.1	6	97	4	0	-4	2	2
Cc1cccc(OCC(=O)NCc2cc(C)nc3ccccc23)c1	-5	-2.1	-0.2	28	115	-1	5	-2	-7	10
COC(=O)[C@]1(C)CCC[C@@]2(C)C3CC[C@@]4(C)C[C@]3(CCC21)CC(=O)N4 (some centres undefined)	1	-0.5	0.3	25	95	1	-3	1	3	3
Cc1nnc(SCc2ccccc2Cl)n1CC1CCCO1 (centres undefined)	-1	-0.8	0.7	1	106	0	0	-1	6	4
Cc1c(C#N)c2ccccc2n1CC(=O)N1CCCc2ccccc21	-2	-1.5	-0.3	-3	111	0	-3	.	2	9
CCN(CC(=O)NCc1cccs1)C(=O)c1ccc(S(=O)(=O)Nc2ccccc2C)cc1	8	-0.7	29	-5	93	-3	-3	1	7	5
O=C1c2[nH]nc(-c3ccccc3O)c2C(c2cccc(O)c2)N1Cc1ccco1 (centres undefined)	-8	-1.3	3.5	11	106	-1	10	.	-3	8
COc1ccc2nc(NC(=O)CN3C(=O)NC4(CCCCC4)C3=O)sc2c1	2	0.2	-1.8	-3	.	-3	-3	1	-5	-1
O=C(Nc1ccc(N2CCCC2)cc1)c1ccc(Cl)cc1Cl	1	-3.7	4.0	5	103	3	-5	3	0	17
Cc1c(N=Cc2c(O)n(C)c(=O)c3ccccc23)c(=O)n(-c2ccccc2)n1C	1	-1.7	5.1	30	94	-2	-10	.	-3	9
CN1CCN(C(=O)/C=C/c2cccc(Cl)c2)CC1	6	-4.8	0.2	-12	107	0	-1	-2	0	16
O=C(O)Cc1sc(-c2ccccc2)nc1-c1ccccc1	-2	-1.8	0.8	0	.	-4	-2	-8	7	11
Cc1ccc(C(=O)N(CCCN(C)C)c2nc3ccc(Cl)cc3s2)cc1C	-1	3.8	0.0	6	108	3	-2	-20	-9	-20
N#CCC(=O)Nc1ccc(C(=O)NCc2cccc(Cl)c2)cc1	-3	0.0	-0.5	-7	91	4	-2	-3	-7	0
N#Cc1cc2c(=O)n3ccccc3nc2n(Cc2cccnc2)c1=O	2	-4.7	0.4	-12	96	-4	2	0	-17	25
Cc1onc(-c2ccccc2)c1C(=O)N1CCN(S(=O)(=O)c2ccccc2Br)CC1	-1	-0.3	0.6	16	101	0	0	-1	5	2
NS(=O)(=O)c1ccc(CCNC(=O)CSc2ccccc2)cc1	2	-4.2	1.5	10	.	-4	7	.	-2	22
O=C(COc1ccc(Br)cc1)N1CCNC1=O	3	-0.9	-0.2	5	100	-1	-1	5	-2	5

An excerpt from above, limited to cardiac RTF act:
Molecule,cardiac RTF act
O=C(O)Cc1sc(-c2ccccc2)nc1-c1ccccc1,-2
N#CCC(=O)Nc1ccc(C(=O)NCc2cccc(Cl)c2)cc1,-2
CN1CCN(C(=O)/C=C/c2cccc(Cl)c2)CC1,-1
NS(=O)(=O)c1ccc(CCNC(=O)CSc2ccccc2)cc1,7

The results go on:
compound	Keap1 Nrf2 FP	OPRM1-OPRD1 ag	LANA DNA inh	Arr AP2 block	DSG3 Ab inh	V-ATPase pH	cardiac RTF act	Wnt act	Cardiac RTF inh	OPRM1-OPRD1 inv
Cc1cc(SCc2ccc(F)cc2)nc(=O)[nH]1	-1	-1.0	-1.4	-7	85	-2	2	-1	-11	5
COC(=O)c1c(C(=O)OC)c2n(c1C)Cc1ccccc1C2	8	-1.4	24	2	103	-2	0	-2	-3	6
CN(C)N=Nc1nc2c(c(=O)n(C)c(=O)n2C)n1C	.	.	.	23	111	-1	.	8	.	.
NC(=S)NNC(=O)c1cccc(Cl)c1	-7	-2.8	0.1	-14	103	8	10	0	0	14
O=C(NCC(c1ccco1)N1CCCC1)c1ccc(Cl)c(S(=O)(=O)N2CCc3ccccc32)c1 (centres undefined)	-10	1.3	-2.3	5	174	13	2	-14	-1	-5
CCOC(=O)c1sc(NC(=O)C(C)Sc2nc(N)cc(=O)[nH]2)nc1C (centres undefined)	7	-2.9	2.8	11	105	-1	-1	-1	-3	17
CCCOc1ccc(C(=O)Nn2c(C)nc3ccccc3c2=O)cc1	0	-1.6	-0.5	40	98	2	10	.	2	9
CC(=O)Nc1c(O)nc(SC/C=C/CSc2nc(O)c(NC(C)=O)c(=O)[nH]2)[nH]c1=O	1	-2.6	-0.7	14	109	0	5	-1	-7	14

Random excerpt: 2 entries already listed
compound	Keap1 Nrf2 FP	OPRM1-OPRD1 ag	LANA DNA inh	Arr AP2 block	DSG3 Ab inh	V-ATPase pH	cardiac RTF act	Wnt act	Cardiac RTF inh	OPRM1-OPRD1 inv
CCOC(=O)c1sc(NC(=O)C(C)Sc2nc(N)cc(=O)[nH]2)nc1C (centres undefined)	7	-2.9	2.8	11	105	-1	-1	-1	-3	17
Cc1cc(SCc2ccc(F)cc2)nc(=O)[nH]1	-1	-1.0	-1.4	-7	85	-2	2	-1	-11	5

(cont.)
compound	Keap1 Nrf2 FP	OPRM1-OPRD1 ag	LANA DNA inh	Arr AP2 block	DSG3 Ab inh	V-ATPase pH	cardiac RTF act	Wnt act	Cardiac RTF inh	OPRM1-OPRD1 inv
CC1CCC/C(=N/Nc2ccc([N+](=O)[O-])cc2[N+](=O)[O-])C1 (centres undefined)	0	-1.1	0.1	4	108	-2	4	.	6	7
CC(=O)c1cccc(NC(=O)CN(C)S(=O)(=O)c2cccc3nsnc23)c1	-3	-0.8	0.1	26	102	-8	-3	-3	9	5
O=C(CN1C(=O)C2CCCCC2C1=O)Nc1cc([N+](=O)[O-])ccc1F (centres undefined)	-1	-4.9	-0.2	-3	.	0	0	5	-2	19
O=C(NCc1cccnc1)C1CCN(c2ccc(S(=O)(=O)N3CCOCC3)cc2Cl)CC1	0	-1.1	2.2	5	100	-1	-5	0	-13	7

Sorted by molar mass (rising): 4 of the compounds above
compound	Keap1 Nrf2 FP	OPRM1-OPRD1 ag	LANA DNA inh	Arr AP2 block	DSG3 Ab inh	V-ATPase pH	cardiac RTF act	Wnt act	Cardiac RTF inh	OPRM1-OPRD1 inv
CN(C)N=Nc1nc2c(c(=O)n(C)c(=O)n2C)n1C	.	.	.	23	111	-1	.	8	.	.
O=C(CN1C(=O)C2CCCCC2C1=O)Nc1cc([N+](=O)[O-])ccc1F (centres undefined)	-1	-4.9	-0.2	-3	.	0	0	5	-2	19
CN(Cc1ccccc1Br)C(=O)CN1C(=O)NC2(CCCCCC2)C1=O	0	-0.1	-1.5	0	102	3	-5	3	-7	0
COc1cc2nc(CN(CCC(C)C)Cc3nc4cc(OC)c(OC)cc4c(=O)[nH]3)[nH]c(=O)c2cc1OC	-2	-0.6	1.1	2	106	3	4	.	-2	3

Screening data: PubChem, several laboratories
